# TRPN1 ag = zebrafish TRPN1 channel agonists, primary screen, cell-based, HEK293, calcium fluorescence; 220,000 tested, 0.18% active; HEK293 zebrafish TRPN1-YFP, Fluo-8 calcium fluorescence; 100% = response to 87 µM carbachol; transient receptor potential cation channel N1 (TRPN1/NompC), Danio rerio; AID 1424, 2008; activation, % at 3 µM;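 active = activation above its plate's cutoff, the mean activation of test wells on that plate plus 3 SD, cut at about 19% in these data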;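 also: 0% = DMSO alone and 100% = 87 µM carbachol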
#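 Material: zebrafish TRPN1-YFP in HEK293 cells. Doses: one dose of 3 µM, 0.3% DMSO. Incubation: dye 1 h 37 °C plus 30 min RT. Measured by: intracellular calcium fluorescence with Fluo-8.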
# RBBP9 inh = human RBBP9 inhibitors, primary screen, biochemical, fluorescence polarization, FP-Rh probe, HTS | Serine hydrolase RBBP9 (Homo sapiens), O75884 | recombinant RBBP9 | inhibition, % at 7.94 µM | 220,000 tested, 0.2% active | AID 1515, 2009;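 active = inhibition above the campaign mean of all tested compounds plus 3 SD, cut at about 14% in these data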;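 also: plate controls were DMSO wells with RBBP9 for no effect and wells lacking RBBP9 protein for full effect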
# Target sequence (O75884 whole entry, looked up): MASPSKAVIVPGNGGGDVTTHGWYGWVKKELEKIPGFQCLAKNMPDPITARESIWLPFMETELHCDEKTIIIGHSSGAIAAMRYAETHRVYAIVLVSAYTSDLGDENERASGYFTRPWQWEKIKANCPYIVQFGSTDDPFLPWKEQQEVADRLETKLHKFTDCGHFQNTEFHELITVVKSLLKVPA
#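 Test system – recombinant human RBBP9 · Input – RBBP9 2.5 µM in dispensing solution, pre-mixing · Medium – Tris buffer pH 8.0, NaCl, Pluronic · Schedule – preincubation 30 min plus labeling 45 min at 25 °C · Measured by – fluorescence polarization · Measure – % inhibition · Controls – DMSO and no-protein wells · Replicates – one well per compound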
# BaF3 tox = parental Ba/F3 cell viability inhibition, counter-screen for JAK2V617F inhibitor project, murine pro-B, CellTiter-Glo luminescence; 220,000 tested, 1.1% active; inhibition, % at 5.6 µM; CellTiter-Glo ATP luminescence; AID 1486, 2009;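 active = inhibition above a per-campaign cutoff, the mean inhibition of all tested compounds plus 3 SD, cut at about 27% in these data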;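 also: 0% = DMSO wells and 100% = JAK Inhibitor I control wells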
# Ba/F3 V617F tox = reduced viability of JAK2V617F-dependent Ba/F3 cells, primary screen, JAK2V617F inhibitor project, cell-based, Ba/F3 EpoR-JAK2V617F, luminescence; ATP luminescence; AID 1446, 2008; inhibition, % at 5.6 µM; 220,000 tested, 1.1% active;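 active = inhibition above the campaign mean plus 3 SD over all tested compounds, cut at about 24% in these data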;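 also: cytokine-independent growth of Ba/F3 cells driven by EpoR plus mutant JAK2; 0% = DMSO-treated cells and 100% = JAK inhibitor I control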
# TRPML3 agonist = human TRPML3 channel agonists, primary screen, cell-based, HEK293 TRPML3-YFP, Fluo-8 calcium fluorescence, 3 µM | 100% = the carbachol control signal | activation, % at 3 µM | 220,000 tested, 0.29% active | AID 1448, 2008;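 active = activation above its plate's cutoff, the mean activation of the plate's test wells plus 3 SD, cut at about 12% in these data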;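 also: 0% = DMSO only wells and 100% = carbachol wells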
#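 system = HEK293 cells stably carrying human TRPML3-YFP | doses = one concentration, 3 µM nominal, 0.3% DMSO | timing = dye loading 1 h 37 °C then 30 min ambient, 125 s read | detection = Fluo-8 calcium dye fluorescence, ex 470-495, em 515-575 nm | benchmarks = high control carbachol 87 µM, low control DMSO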
# Wee1 stabilizer = Wee1 degradation inhibitors, primary screen, cell-based, HeLa, Wee1K328M-luciferase, luminescence; reporter increase, % at 5 µM; Wee1-like protein kinase (Homo sapiens), P30291; 220,000 tested, 1.2% active; HeLa Luc-Wee1K328M stability; 100% = proteasome inhibitor MG132 effect; AID 1321, 2008;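 active = activation above the mean of all tested compounds plus 3 SD, set per screening run, cut at about 8.8% in these data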;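 also: cells exposed to compound for 20 h before luminescence read; 0% = DMSO alone and 100% = MG132 at 30 µM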
# Target sequence (P30291 whole entry K328M): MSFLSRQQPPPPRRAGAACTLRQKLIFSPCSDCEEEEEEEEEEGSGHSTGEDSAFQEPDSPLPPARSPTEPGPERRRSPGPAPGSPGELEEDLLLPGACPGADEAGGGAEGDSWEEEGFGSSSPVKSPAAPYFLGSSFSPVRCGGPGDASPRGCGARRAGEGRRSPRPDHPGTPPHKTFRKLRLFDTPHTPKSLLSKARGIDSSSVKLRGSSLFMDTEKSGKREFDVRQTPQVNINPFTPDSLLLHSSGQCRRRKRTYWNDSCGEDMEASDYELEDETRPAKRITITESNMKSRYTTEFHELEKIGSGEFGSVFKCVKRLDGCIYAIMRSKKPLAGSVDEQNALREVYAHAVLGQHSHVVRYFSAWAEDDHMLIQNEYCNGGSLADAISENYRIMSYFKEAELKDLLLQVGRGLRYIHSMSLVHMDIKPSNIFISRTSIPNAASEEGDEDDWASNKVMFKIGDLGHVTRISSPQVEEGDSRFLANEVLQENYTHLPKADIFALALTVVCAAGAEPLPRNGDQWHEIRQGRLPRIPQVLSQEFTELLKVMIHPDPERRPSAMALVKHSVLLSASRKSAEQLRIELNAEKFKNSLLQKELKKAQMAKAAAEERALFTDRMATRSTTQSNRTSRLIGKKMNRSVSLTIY
# PPC-1+TRAIL kill = compounds killing PPC-1 cancer cells with TRAIL present, primary screen, TRAIL potentiator project, ATPLite luminescence, uHTS; PPC-1 cells + TRAIL, ATPLite viability luminescence; cell killing (% activity), % at 4 µM; 220,000 tested, 0.41% active; AID 1443, 2008;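 active = cell killing above 50% in the first pass at 4 µM, then a duplicate retest at 5 µM averaging 50% or more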;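 also: plate controls were cells with TRAIL plus DMSO for no effect and medium-only wells lacking cells for full effect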
# CHOP inhibitor = inhibitors of CHOP promoter induction, primary screen, cell-based, unfolded protein response, luciferase reporter | CHO-K1 CHOP-promoter luciferase, tunicamycin-induced, 15-18 h | inhibition, % at 10 µM | 220,000 tested, 3.8% active | AID 2732, 2010;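 active = compounds that reduced the stress-induced luciferase reporter signal by more than about 70% of percent inhibition, limit read from the data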;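 also: 0% = tunicamycin plus vehicle and 100% = wells without tunicamycin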
# TNF death inh = inhibitors of TNF-alpha triggered necroptosis, primary screen, cell-based, Jurkat FADD-/-, single concentration; Jurkat FADD-/- TNF necroptosis rescue, ATP luminescence, 24 h; 0 = TNF only, 100 = no-TNF cells; activation (protection from cell death), % at 10 µM; 220,000 tested, 0.068% active; AID 463075, 2010;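 active = activation, meaning protection from cell death, of at least 50% relative to plate controls; inactive = activation below 50%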;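 also: necroptosis triggered by 40 ng/mL TNF-alpha added together with compound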
# Numbers without * were called inactive; / = no result given.
SMILES,TRPN1 ag,RBBP9 inh,BaF3 tox,Ba/F3 V617F tox,TRPML3 agonist,Wee1 stabilizer,PPC-1+TRAIL kill,CHOP inhibitor,TNF death inh
Cc1cc(C)cc(N(CC(=O)N2CCOCC2)S(=O)(=O)c2ccccc2)c1,0.8,-3,0,-4,35*,1,11,3,-2.5
CC(C)OC(=O)CSc1nc(Cc2cccs2)nc2ccccc12,-0.1,-5,4,-2,-0.7,-2,14,-25,0.7
COc1ccc(OCC(=O)N/N=C(\C)CC(=O)Nc2cccc([N+](=O)[O-])c2)cc1,-0.6,-3,5,1,0.2,-2,14,16,-0.3
CCN(CC)CCCNc1oc(-c2ccc(OC)c(OC)c2)nc1C#N,-1.1,5,-2,-2,0.2,-1,7,-17,1.4
COc1ccccc1N/N=C/c1c(CO)cnc(C)c1O,1.4,-9,-1,-3,-0.5,2,-3,1,0.0
c1ccc2c(c1)nc(N1CCCCCC1)c1ccccc12,-0.1,-4,-1,-2,0.3,-1,2,12,0.0
CCOC(=O)c1c(C)[nH]c(C(=O)OCC(=O)N2c3ccccc3CC2C)c1C (stereo not given),1.1,-12,3,2,-0.3,-3,-12,46,-3.7
CCOc1ccccc1NC(=S)N(CCCN1CCOCC1)Cc1cn(C)c2ccccc12,1.4,-2,5,-1,0.5,0,2,14,1.7
CC(=O)c1c(C)cc(C)c(CSc2nc(C)cc(=O)[nH]2)c1C,1.5,-10,3,7,-0.3,-1,12,7,-4.3
CC(=O)NCCc1nc2cc(NC(=O)c3ccccc3)ccc2n1C,-0.2,2,16,3,0.7,-3,19,-15,-1.1
Nc1ccccc1Oc1ncc(C(F)(F)F)cc1Cl,1.6,-7,7,-1,0.1,0,1,32,-3.3
CCOC(=O)C1C(c2ccc(Cl)cc2)NC(=S)NC1(O)C(F)(F)F (stereo not given),-0.2,-1,0,1,0.3,1,-13,19,-0.7
OCCC1CN(Cc2cccn2-c2nccs2)CCN1C1CCCCC1 (stereo not given),-0.6,3,7,1,0.5,0,12,14,0.6
C[C@H]1COc2c(C3(N)CC3)c(F)cc3c(=O)c(C(=O)O)cn1c23,-0.5,2,-2,2,-0.3,0,-3,-11,/
Cc1cccc(OCCNc2cc(N3CCN(CCO)CC3)ccc2[N+](=O)[O-])c1,1.8,-11,3,2,1.5,6,12,-4,4.1
O=C(CN1CCCN(Cc2ccc(F)cc2Cl)C1=O)NC1CCCCCCC1,2.1,-3,5,-2,0.0,-3,15,24,-1.6
COCCn1c(N)c(C#N)c2nc3ccccc3nc21,2.2,-5,6,2,0.6,4,8,18,-3.9
COC(=O)/C=c1/s/c(=C(/C#N)C(=O)NCc2ccccc2)n(-c2ccccc2)c1=O,0.9,1,1,-4,1.3,-3,22,-57,1.2
c1ccc(-c2nnc(CN3CCN(C(c4ccccc4)c4ccccc4)CC3)o2)cc1,-0.9,0,-2,0,-0.3,0,-4,63,-0.9
C=C(C)c1cccc(C(C)(C)NC(=O)NCC2COCCO2)c1 (stereo not given),0.9,-1,8,1,0.8,-1,0,38,-0.3

# Ten of the compounds above, as tab-separated lines:
structure	TRPN1 ag	RBBP9 inh	BaF3 tox	Ba/F3 V617F tox	TRPML3 agonist	Wee1 stabilizer	PPC-1+TRAIL kill	CHOP inhibitor	TNF death inh
Cc1cc(C)cc(N(CC(=O)N2CCOCC2)S(=O)(=O)c2ccccc2)c1	0.8	-3	0	-4	35*	1	11	3	-2.5
CC(C)OC(=O)CSc1nc(Cc2cccs2)nc2ccccc12	-0.1	-5	4	-2	-0.7	-2	14	-25	0.7
COc1ccc(OCC(=O)N/N=C(\C)CC(=O)Nc2cccc([N+](=O)[O-])c2)cc1	-0.6	-3	5	1	0.2	-2	14	16	-0.3
CCN(CC)CCCNc1oc(-c2ccc(OC)c(OC)c2)nc1C#N	-1.1	5	-2	-2	0.2	-1	7	-17	1.4
COc1ccccc1N/N=C/c1c(CO)cnc(C)c1O	1.4	-9	-1	-3	-0.5	2	-3	1	0.0
c1ccc2c(c1)nc(N1CCCCCC1)c1ccccc12	-0.1	-4	-1	-2	0.3	-1	2	12	0.0
CCOC(=O)c1c(C)[nH]c(C(=O)OCC(=O)N2c3ccccc3CC2C)c1C (stereo not given)	1.1	-12	3	2	-0.3	-3	-12	46	-3.7
CCOc1ccccc1NC(=S)N(CCCN1CCOCC1)Cc1cn(C)c2ccccc12	1.4	-2	5	-1	0.5	0	2	14	1.7
CC(=O)c1c(C)cc(C)c(CSc2nc(C)cc(=O)[nH]2)c1C	1.5	-10	3	7	-0.3	-1	12	7	-4.3
CC(=O)NCCc1nc2cc(NC(=O)c3ccccc3)ccc2n1C	-0.2	2	16	3	0.7	-3	19	-15	-1.1

# Additional records.
SMILES,TRPN1 ag,RBBP9 inh,BaF3 tox,Ba/F3 V617F tox,TRPML3 agonist,Wee1 stabilizer,PPC-1+TRAIL kill,CHOP inhibitor,TNF death inh
Cc1ccc(-c2nnc(SCC(=O)Nc3nc4c(s3)CCCC4)n2C)cc1,-0.1,6,-1,1,0.5,1,-8,42,-5.6
O=C(NCC1CCCO1)c1cccc(Br)c1 (stereo not given),-0.1,-5,2,-2,2.0,5,16,-2,0.9
COc1ccc(-n2c(Cc3cccn3C)nnc2SCC(=O)NCC2CCCO2)cc1 (stereo not given),1.4,-1,3,1,0.2,-2,10,4,0.7
CC12CC3(C)CC(C)(C1)CC(C(=O)NCC(=O)O)(C2)C3,-1.4,-4,3,3,1.1,0,21,11,-0.7
Cc1nc(N2CCOCC2)sc1C=O,0.7,-6,0,-1,0.7,-5,-2,-24,0.5
CN(Cc1nc(-c2cccnc2)no1)S(=O)(=O)c1ccc(Br)cc1,0.6,-3,5,3,3.5,1,3,11,-0.5
COc1ccc(C2OC[C@H]3O[C@H](O)[C@H](NC(C)=O)[C@@H](O)[C@@H]3O2)cc1 (stereo not given in full),0.3,-4,8,-1,1.5,-1,2,1,0.3
CCOC(=O)Cc1csc(N)n1,-0.1,-7,6,-2,1.0,0,15,-4,2.4
O=C(CCNC(=O)c1ccc([N+](=O)[O-])cc1)Nc1ccccc1N1CCOCC1,-0.9,-1,0,-1,-1.0,0,20,-2,0.0
CC(C)C(=O)Nc1ccc2c(c1)C(=O)NC2=O,1.9,-4,3,2,0.2,-2,-12,12,0.1
Brc1ccc(-c2nnc(-c3ccccc3Br)o2)cc1,-0.7,8,7,-3,0.6,-2,29,38,0.2
O=C(COC(=O)c1ccccc1NS(=O)(=O)c1cccs1)NCC12CC3CC(CC(C3)C1)C2,0.3,-11,3,-5,0.1,0,26,5,1.7
Cn1c(SCC(=O)N2CCCC2)nnc1-c1ccc(S(=O)(=O)N2CCCC2)cc1,0.6,-1,3,0,0.8,2,-14,-25,-0.8
CSc1nnc(C)c(=O)n1COC(=O)c1ccc(S(=O)(=O)N(C)C)cc1,0.8,-5,0,-1,0.8,1,28,8,-0.5
O=C(Nc1ccc(Br)cn1)C1CCN(S(=O)(=O)c2cccs2)CC1,8.5,-7,0,-4,5.0,3,9,43,-1.1
CCOC(=O)Cc1csc(SCc2nc3sc4c(c3c(=O)[nH]2)CCC4)n1,-0.7,0,2,0,-0.6,0,-17,-1,0.2
Nc1cc(OC(=O)c2ccco2)nn1S(=O)(=O)c1ccc(F)cc1,-0.7,-3,-1,-3,0.1,-2,-2,32,-0.9
CN(C)S(=O)(=O)c1ccc(C(=O)N2CCN=C2SCc2cccnc2)cc1,1.5,-14,2,4,0.4,-1,10,36,-3.4
Cc1cc(C)n(-c2nc3ccccc3s2)n1,0.5,-6,7,0,0.8,-5,16,18,-0.4
CC(C)c1c(O)nc(SCCN2CCOCC2)[nH]c1=O,0.0,-3,-2,-1,0.0,-1,17,-12,-1.0
C=CCSC1=NNC(c2ccc(C(C)(C)C)cc2)=NN1,0.2,5,2,-3,0.4,3,10,-17,0.8
O=C(CSc1nc2ncccc2[nH]1)c1ccc2c(c1)OCO2,-0.7,-10,0,-3,0.5,-2,-6,9,1.6
CCc1nc(C)c(C#N)c2cc(OC)c(OC)cc12,-1.1,-10,9,0,1.1,1,-1,53,-1.1
Cn1cccc1Cc1nnc(SCC(N)=O)n1CCc1ccccc1,0.6,-1,9,3,-0.8,1,14,4,0.9
Cc1cc(N=Nc2ccccc2C(=O)O)c(C)c(C)c1O,-1.6,-16,2,4,-1.2,-1,7,0,-4.4
CC(C)(C)/C=N/NC(=O)CNC(=O)c1ccc2c(c1)OCCO2,1.3,0,2,-2,0.8,1,21,21,2.9
COc1cc(OC)cc(C(=O)NC2CCN(C(=O)N3c4ccccc4Sc4ccccc43)CC2)c1,-0.5,-14,7,0,-0.1,-1,10,-5,-2.6
CCCCCCC(=O)NCC(=O)OCC(=O)c1ccccc1,-1.2,-8,1,-2,0.3,2,-6,-11,0.7
Nc1c(C(=O)NCC2CCCO2)sc2nc3c(c(-c4ccco4)c12)CC/C3=C\c1ccco1 (stereo not given),2.6,3,6,-1,0.3,2,16,-4,2.7
CCCC(=O)Nc1ccc2c(c1)nc(CCN1CCCCC1)n2C,1.1,-3,-5,0,-0.5,2,-1,-1,3.8
COC(=O)C1=C(C)n2cnnc2NC1c1ccc(Cl)cc1 (stereo not given),0.1,1,9,3,-0.4,-2,0,42,-2.9
O=C1NCC(NC(=O)C(F)(F)F)c2cc3c(cc21)OCO3 (stereo not given),0.2,-2,1,-1,1.2,5,6,7,0.7

# Compound activity: PubChem, several laboratories
